HP1b chromo inh: HTS for Inhibitors of HP1-beta Chromodomain Interactions with Methylated Histone Tails. Chromobox protein homolog 1 (Homo sapiens), P83916. AlphaScreen HP1-beta / biotin-H3K9me3 peptide binding. Potency, µM (doses to about 114 µM), for inactives: top-dose activity change, negative = inhibition, most hits filed as inhibitors. actives 0.56% (n = 390,000). AID 540317, 2011; also: potency is read from the fitted curve at half-maximal effect; nearly all actives have a fitted effect of over 70% in size; inactives centre near 23
Target sequence (P83916 whole entry, looked up): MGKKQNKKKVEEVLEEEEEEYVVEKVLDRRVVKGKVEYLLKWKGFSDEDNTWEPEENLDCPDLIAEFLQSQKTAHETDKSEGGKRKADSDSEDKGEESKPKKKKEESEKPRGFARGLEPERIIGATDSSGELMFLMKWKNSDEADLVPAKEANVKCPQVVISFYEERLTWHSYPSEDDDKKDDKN
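HP1-beta protein (50 nM final) preincubated 30 min at room temperature with biotinylated H3(1-18)K9me3 peptide (50 nM) in PBS pH 7.4, 0.01% Tween-20, then compound added for 30 min. AlphaScreen streptavidin donor/nickel chelate acceptor beads (10 ug/mL final), 30 min dark, luminescence read.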
TrxR1 inh: qHTS Assay for Inhibitors of Mammalian Selenoprotein Thioredoxin Reductase 1 (TrxR1): qHTS. Thioredoxin reductase 1, cytoplasmic (Rattus norvegicus), O89049. Potency, µM (titrated, usually from 114 µM), inactives show at the top dose activity change, negative = inhibition, usual class: inhibitors. actives 1% (n = 390,000). AID 588453, 2011. recombinant rTrxR1, NADPH fluorescence consumption, selenite substrate; also: potency is read from the fitted curve at half-maximal effect; % is scaled to controls: 0 for no effect and ±100 for the full control effect; nearly all actives have a fitted effect of over 65% in size
Target sequence (O89049 whole entry, looked up): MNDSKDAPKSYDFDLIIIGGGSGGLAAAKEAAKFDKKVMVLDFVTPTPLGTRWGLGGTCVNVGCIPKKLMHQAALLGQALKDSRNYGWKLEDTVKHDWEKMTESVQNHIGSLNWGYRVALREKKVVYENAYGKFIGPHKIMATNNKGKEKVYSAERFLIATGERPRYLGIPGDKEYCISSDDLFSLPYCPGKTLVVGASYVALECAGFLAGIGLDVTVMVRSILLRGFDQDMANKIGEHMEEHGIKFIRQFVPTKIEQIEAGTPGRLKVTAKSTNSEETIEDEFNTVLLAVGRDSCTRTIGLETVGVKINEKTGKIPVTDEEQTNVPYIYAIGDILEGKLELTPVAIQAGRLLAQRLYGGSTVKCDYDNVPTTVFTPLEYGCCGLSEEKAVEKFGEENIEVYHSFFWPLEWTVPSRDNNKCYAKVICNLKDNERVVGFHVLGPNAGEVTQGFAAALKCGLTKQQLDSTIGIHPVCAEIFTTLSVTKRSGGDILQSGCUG
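Rat TrxR1 (90 nM in the dispensed reagent) was pre-reduced with 400 uM NADPH for 5 min at room temperature, then incubated with compound for 15 min. After 400 uM selenite was added, NADPH fluorescence (Ex 340/Em 450 nm) was followed for 8 min.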
Tb PGK inh: qHTS Assay to Find Inhibitors of Phosphoglycerate Kinase. AID 602233, 2012. PGK/GAPDH coupled, Kinase-Glo luminescence, 60 min. actives 0.043% (n = 380,000). Potency, µM (titrated, usually from 57.5 µM), without a hit: at the highest dose activity change, negative = inhibition, actives largely listed as inhibitors; also: potency is read from the fitted curve at half-maximal effect; % is scaled to controls: 0 for no effect and ±100 for the full control effect; nearly all actives have a fitted effect of over 60% in size
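Recombinant glycosomal PGK reaction used 1,3-bisphosphoglycerate generated in-well by GAPDH (100nM final) in 100mM TEA pH 7.6, 5mM MgCl2, 0.01% Tween-20. After 60 minutes at room temperature, ATP was read by Kinase-Glo Plus luminescence end-point.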
PI4K2A block: qHTS for small molecular inhibitors of PI4K2A; purified PI4K2A, ADP-Glo luminescence, 1 h; active compounds read low; activity change, negative = inhibition, % at 76.9 µM; actives 0.13% (n = 420,000); AID 1346378, 2018; in the data active = activity change below about -50%; inconclusive = mostly about -30% to -49%;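 also: -100% = wells without enzyme as full effect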
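PI4K2A activity was measured by ADP-Glo luminescence: enzyme (4 ug/mL stock) and phosphatidylinositol (1.2 mM stock) in Tris pH 7.5/MgCl2/EGTA/Triton X-100 buffer were reacted with ATP (300 microM stock) for one hour at ambient temperature.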
Pin1 inh: qHTS Assay to Find Inhibitors of Pin1; Peptidyl-prolyl cis-trans isomerase NIMA-interacting 1 (Homo sapiens), Q13526; Pin1 FP peptide displacement, HiFluor488, 10 min; Potency, µM (titrated, usually from 115 µM), for the others: at the top dose activity, negative = inhibition, actives largely listed as inhibitors; actives 0.009% (n = 390,000); AID 504891, 2011; active = well fitted inhibition curve with a large enough effect in the polarisation, with a control signal flat, not every such curve was filed as active; inconclusive = small, poorly fitted or top-dose-only effect, or effect the other way, or a change in a side signal; inactive = no such curve, though single readings can be large or run the other way; the % refers to the polarisation; also: potency is read from the fitted curve at half-maximal effect; % is scaled to controls: 0 for no effect and ±100 for the full control effect
USP1-UAF1 inh: Inhibitors of USP1/UAF1: Primary Screen; Ubiquitin carboxyl-terminal hydrolase 1 (Homo sapiens), O94782; recombinant USP1/UAF1, Ub-Rhodamine cleavage fluorescence; Potency, µM (series often up to 57.1 µM), for inactives: top-dose activity change, negative = inhibition, usual class: inhibitors; actives 0.23% (n = 390,000); AID 743255, 2014; also: potency is read from the fitted curve at half-maximal effect; % is scaled to controls: 0 for no effect and ±100 for the full control effect; nearly all actives have a fitted effect of over 60% in size; inactives centre near -12
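Step one: compound is pinned into 1nM USP1/UAF1 in HEPES pH 7.8 buffer with TCEP. Step two: 15 min room-temperature incubation. Step three: Ub-Rho (150nM final) starts cleavage, tracked by fluorescence over six one-minute reads.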
IDH1 R132H inh: qHTS for Inhibitors of mutant isocitrate dehydrogenase 1 (IDH1): qHTS. Isocitrate dehydrogenase [NADP] cytoplasmic (Homo sapiens), O75874. IDH1-R132H enzyme, NADPH consumption, diaphorase/resazurin fluorescence. Potency, µM (titrated, usually from 76.6 µM), without a hit: top-dose activity change, negative = inhibition, actives largely listed as inhibitors. actives 0.093% (n = 390,000); also: potency is read from the fitted curve at half-maximal effect; % is scaled to controls: 0 for no effect and ±100 for the full control effect; nearly all actives have a fitted effect of over 65% in size
Target sequence (O75874 whole entry R132H, stated change not applied): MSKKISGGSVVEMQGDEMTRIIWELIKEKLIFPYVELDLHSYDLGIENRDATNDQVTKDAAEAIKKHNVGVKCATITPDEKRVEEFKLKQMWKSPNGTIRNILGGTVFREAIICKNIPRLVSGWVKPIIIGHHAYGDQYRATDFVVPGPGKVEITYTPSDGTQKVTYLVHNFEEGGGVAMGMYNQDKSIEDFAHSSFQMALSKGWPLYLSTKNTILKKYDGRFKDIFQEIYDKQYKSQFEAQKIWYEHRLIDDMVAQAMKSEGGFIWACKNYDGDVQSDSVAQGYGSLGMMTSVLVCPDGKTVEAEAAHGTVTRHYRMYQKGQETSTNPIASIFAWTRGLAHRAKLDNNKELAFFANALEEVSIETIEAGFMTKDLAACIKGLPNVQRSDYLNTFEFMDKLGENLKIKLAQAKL
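IDH1-R132H (0.5 ug/mL dispensed) in pH 7.5 Tris buffer was preincubated 30 min with compound, then given a substrate mix of 0.016 mM NADPH and 2 mM alpha-KG for 80 min at room temperature; remaining NADPH was read by diaphorase/resazurin fluorescence.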
GLS inh: qHTS for Inhibitors of Glutaminase (GLS) | GLS enzymatic activity, qHTS titration | Potency, µM (series often up to 45.5 µM), without a hit: top-dose activity change, negative = inhibition, most hits filed as inhibitors | AID 624170, 2012 | actives 0.21% (n = 410,000) | Glutaminase kidney isoform, mitochondrial (Homo sapiens), O94925; also: potency is read from the fitted curve at half-maximal effect; % is scaled to controls: 0 for no effect and ±100 for the full control effect
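hKGA in 45 mM KH2PO4 pH 8.2, 0.02% Tween-20 with pin-transferred compounds; 1 mM L-glutamine (stock) plus glutamate oxidase/HRP/Amplex Red coupling added. Fluorescence read initially and after 30 min at RT.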
TrxR1 substrate: qHTS Assay for Substrates of Mammalian Selenoprotein Thioredoxin Reductase 1 (TrxR1): qHTS | purified TrxR1 substrate turnover, NADPH consumption readout | actives 0.01% (n = 390,000) | Potency, µM (series often up to 114 µM), for the others: at the top dose activity change, negative = substrate turnover | Thioredoxin reductase 1, cytoplasmic (Rattus norvegicus), O89049; also: potency is read from the fitted curve at half-maximal effect; % is scaled to controls: 0 for no effect and ±100 for the full control effect; nearly all actives have a fitted effect of over 50% in size
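Rat TrxR1, dispensed at 90 nM, was prereduced with 400 uM NADPH (final) for 5 min at ~22 deg C, then incubated with compound 15 min before 400 uM selenite. A first-read NADPH fluorescence drop versus no-compound background flagged substrates.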
Starred values were filed as active, the others as inactive; i = inactive; ? = inconclusive; · = not tested or not shown; & = joins results of further samples; [ ] = another dose, or the depositor's remark. Unless noted, calls follow the shape of the dose curve; as a rule, active = well fitted curve in the direction sought with a large enough effect; inconclusive = small, poorly fitted or top-dose-only effect, or another doubt; inactive = no such curve, though single readings can be large; an effect the other way counts as inactive or inconclusive. Some of the compounds tested, so the mix of outcomes need not match the whole.

SMILES	HP1b chromo inh	TrxR1 inh	Tb PGK inh	PI4K2A block	Pin1 inh	USP1-UAF1 inh	IDH1 R132H inh	GLS inh	TrxR1 substrate
COC(=O)c1ccccc1NC(=O)c1cc[n+]([O-])cc1	8%	29%	1%	-1	0%	0%	10%	7%	-1%
COc1cccc(C(=O)NCC(=O)n2nc(C)cc2C)c1	28%	-9%	i	-2	-6%	-6%	3%	2%	-7%
COc1cc(O)c(C(CC(=O)N2CCN(c3ccccc3)CC2)c2cc(OC)c(OC)c(OC)c2)c(OC)c1 (centres undefined)	-6%&36%	?	-7%	-4	-9%&-14%	-18%	13%	31%[activator]	?
COc1nccc(Nc2ccccc2)c1C#N	24%	7%[57.1 µM]	-10%	3	-4%	-2%	1%	-2%	1%[57.1 µM]
O=C(NC(N1CCCC1)C(Cl)(Cl)Cl)c1ccccc1 (centres undefined)	73%[activator]	32µM*	0%	-1	-2%	-21%	2%	7%	2%
Cc1nc(N)[nH]c(=O)c1CCCNc1ccc(CCCCC2(CCl)OCCO2)cc1	4%[57 µM]	-10%[2.29 µM]	-2%	0	5%	-2%	-1%	-9%	-8%[2.29 µM]
CCOC(=O)c1c(SCCN2CCCC2)n(-c2ccccc2)c(=S)n(-c2ccccc2)c1=O	-4%	32µM*	i	-4	4%	-2%	4%	13%	4%
CCOc1ccc(C(=O)NCCc2csc(-c3ccc(C(F)(F)F)cc3)n2)cc1OCC	15%[57 µM]	13%[57.1 µM]	22%	-1	2%	-28%	-6%	8%	1%[57.1 µM]
Cc1cnc(C)c(N2CCN(Cc3cn(C)nc3-c3cccc(Cl)c3)CC2)n1	7%	1%	-8%	-6	2%	-20%	12%	6%	9%
NC(=O)COC(=O)/C=C/c1ccccc1[N+](=O)[O-]	-7%	16%[57.1 µM]	-9%	8	-15%	-20%	5%	1%	5%[57.1 µM]
O=C(CN1CCCC1)Nc1ccc(NC(=O)Nc2ccccc2Cl)cc1	13%	8%	-5%	8	1%	-15%	8%	15%	1%
Cc1ccc(NC(=O)c2c(C)oc3ccc(O)c(CN4CCN(Cc5ccccc5)CC4)c23)cc1	11%	16%	-3%	1	5%	-8%	-16%	-5%	-4%
Cc1ccccc1NC(=O)c1nc(S(C)(=O)=O)ncc1Cl	51%[activator]	?	-5%	4	-6%	-17%	-1%	-1%	4%
COC(=O)c1nc2ccccc2s1	36%[activator]	-16%	-4%	6	0%	-11%	5%	-23%	-7%
C#CCNC(=O)C1=C[C@H](c2ccc(Br)cc2)[C@@H](CCCO)[C@H](OCC)O1	31%	15%[57.1 µM]	3%	-1	5%	-11%	-1%	-1%	7%[57.1 µM]
Cc1nnc(SCC2CCCO2)n1-c1ccccc1 (centres undefined)	11%	12%	-1%	1	8%	3%	-2%	12%	5%
CC(C)(C)OC(=O)N1CCC(c2c(C(=O)NCc3ccco3)cnn2-c2ccccc2)CC1	-16%	10%	-9%	-1	0%	-22%	-10%	-11%	-5%
Cc1ccc(C(=O)CC(C(=O)O)P(=O)(c2ccccc2)c2ccccc2)cc1 (centres undefined)	5%	14%[57.1 µM]	-6%	-2	0%	-6%	5%	12%	-2%
COCc1ccc(CN2CCC(n3nccc3NC(=O)C(OC)c3ccccc3)CC2)o1 (centres undefined)	12%	-1%	1%	-1	5%	-4%	-5%	1%	1%
CCC1(CC)Cc2ccccc2C(=O)N1	16%	29%[57.1 µM]	1%	-2	-3%	-13%	5%	1%	12%[57.1 µM]
COc1ccc2nc(NS(=O)(=O)c3ccc(C)cc3)c(Nc3cc(Cl)ccc3OC)nc2c1	62%[activator]	-5%	-3%	4	?	-11%	-3%	-14%	-8%
COC(=O)[C@]1(Cc2ccccc2)N[C@H](c2ccc(-c3ccc4c(c3)OCO4)cc2)[C@@H]2C(=O)N(C)C(=O)[C@@H]21	16%	19%[57.1 µM]	6%	4	3%	-20%	-7%	3%	21%[57.1 µM]
Cc1ccc(CN2C3CCCC2CC(NC(=O)c2ccc(F)cc2)C3)cc1 (centres undefined)	-1%	8%[57.1 µM]	-7%	-9	2%	-7%	4%	-9%	1%[57.1 µM]
Cc1ccc(SCC(=O)OCC(=O)NCc2cccs2)cc1	4%	1%	-1%	4	-3%	-4%	0%	-1%	-2%
CCOC(=O)N1CCN(S(=O)(=O)N2CCCC(C(=O)NCCc3ccc(OC)c(OC)c3)C2)CC1 (centres undefined)	38%	20%	2%	-1	-1%	-19%	-8%	-1%	1%
SMILES	HP1b chromo inh	TrxR1 inh	Tb PGK inh	PI4K2A block	Pin1 inh	USP1-UAF1 inh	IDH1 R132H inh	GLS inh	TrxR1 substrate
COCCCNC(=O)c1cc(-c2ccc(OC)cc2)nc2n[nH]c(-c3ccc(Cl)cc3)c12	2%	5%[57.1 µM]	1%	1	2%	-12%	-23%	5%	6%[57.1 µM]
COc1cc(CCc2ccc3c(c2)OCO3)oc(=O)c1	37%[activator]	-12%[57.1 µM]	-10%	1	1%	-15%	-1%	-1%	-6%[57.1 µM]
Cc1ccc(OCc2nc(-c3cccnc3)no2)cc1C	40%[activator]	6%[57.1 µM]	-8%	-4	1%	7%	5%	3%	-3%
CC(=O)c1cccc(NC(=O)CN2C(=O)NC3(CCCCCCC3)C2=O)c1	29%	8%	-3%	3	6%	-5%	1%	-16%	2%
COc1ccc(S(=O)(=O)N2CCOC23CCN(S(=O)(=O)c2ccc(C)cc2)CC3)cc1	16%	-10%	-6%	3	13%	-2%	2%	-11%	-16%
COc1ccc(NC(=O)Cn2c(=O)n(Cc3nc(-c4ccccc4)no3)c(=O)c3cc4c(cc32)OCO4)cc1Cl	32%	43%[activator]	-11%	1	37%[activator]	9%	0%	-1%	18%
CCCNC(=O)CC(NS(=O)(=O)c1ccc(NC(C)=O)cc1)C(C)C (centres undefined)	44%[activator]	8%[57.1 µM]	-6%	5	0%	-9%	1%	-7%	3%[57.1 µM]
C/C(=N/NC(=O)c1nnn(-c2nonc2N)c1CSc1ccc(C)cc1)c1ccncc1	·	·	i	-5	·	-26%	-4%	0%	·
CN(C(=O)c1cc(COc2ccc(F)cc2Cl)on1)C1CCOC1 (centres undefined)	·	·	-7%	1	·	-27%	6%	-12%	·
COc1ccc(NC(=O)CSc2n[nH]c(-c3ccccn3)n2)cc1	36%	-15%[57.1 µM]	1%	-3	1%	-7%	1%	-4%	-9%
CC1=C(C(=O)Nc2cccc(C(=O)NC(C)c3ccccc3)c2)SCCO1 (centres undefined)	5%	15%	i	2	-2%	-15%	4%	-9%	1%
CCn1c(CNC(=O)c2ccc(OC)cc2)nnc1SCC(=O)Nc1ccc(F)cc1	29%	8%	-5%	-4	9%	-18%	13%	5%	4%
Cn1cccc1-c1cc(C(=O)N/N=C/c2cccc(O)c2)[nH]n1	?	-3%[57.1 µM]	-3%	3	-2%	-7%	0%	18%	3%
Cc1nc(N)sc1C(=O)N/N=C/c1c[nH]c2ccccc12	4%	-24%	i	1	-1%	-24%	8%	44%[activator]	-10%
Cc1nc(SCCO)c([N+](=O)[O-])[nH]1	32%	6%[57.1 µM]	i	2	-8%	-18%	6%	-5%	5%[57.1 µM]
O=C(O)CSc1cc(C(=O)c2ccccc2O)cn2c(=O)c3c(-c4ccccc4)csc3nc12	-14%[57 µM]	-23%	?	-4	?	-16%	?	-22%	-3%
CCN1C(=O)NC2=C(C(=O)c3ccccc32)C1c1ccccc1F (centres undefined)	26%	-9%	-5%	5	-3%	-19%	5%	3%	-3%
Cc1ccc(CNC(=O)CNC(=O)c2ccco2)cc1	12%	9%[57.1 µM]	-6%	3	4%	7%	17%	-4%	10%[57.1 µM]
O=C(COc1cccc2ccccc12)NNC(=O)[C@@H]1CCCC[C@@H]1C(=O)O	4%	4%[57.1 µM]	8%	3	-11%	3%	-4%	17%	3%[57.1 µM]
COc1ccc(NC(=O)c2cncc(Br)c2)c(S(=O)(=O)N2CCOCC2)c1	17%	-7%	-2%	10	1%	-12%	2%	0%	-8%

Entries shown so far containing a thiophene ring, fused or not:
SMILES	HP1b chromo inh	TrxR1 inh	Tb PGK inh	PI4K2A block	Pin1 inh	USP1-UAF1 inh	IDH1 R132H inh	GLS inh	TrxR1 substrate
Cc1ccc(SCC(=O)OCC(=O)NCc2cccs2)cc1	4%	1%	-1%	4	-3%	-4%	0%	-1%	-2%
O=C(O)CSc1cc(C(=O)c2ccccc2O)cn2c(=O)c3c(-c4ccccc4)csc3nc12	-14%[57 µM]	-23%	?	-4	?	-16%	?	-22%	-3%

Compound activity from PubChem BioAssay.
